Bioassay records as filed in PubChem.
FECH block: inhibitors of human ferrochelatase; purified FECH, Ni-mesoporphyrin absorbance 550 nm; calls only at 10 µM (by protocol); 20,000 compounds, 3.3% hits;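 active means enzyme reaction rate more than 3 SD below the solvent-only control wells on the same plate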;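 further: lower slope than DMSO wells means FECH inhibition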
Target sequence (P22830 whole entry, looked up): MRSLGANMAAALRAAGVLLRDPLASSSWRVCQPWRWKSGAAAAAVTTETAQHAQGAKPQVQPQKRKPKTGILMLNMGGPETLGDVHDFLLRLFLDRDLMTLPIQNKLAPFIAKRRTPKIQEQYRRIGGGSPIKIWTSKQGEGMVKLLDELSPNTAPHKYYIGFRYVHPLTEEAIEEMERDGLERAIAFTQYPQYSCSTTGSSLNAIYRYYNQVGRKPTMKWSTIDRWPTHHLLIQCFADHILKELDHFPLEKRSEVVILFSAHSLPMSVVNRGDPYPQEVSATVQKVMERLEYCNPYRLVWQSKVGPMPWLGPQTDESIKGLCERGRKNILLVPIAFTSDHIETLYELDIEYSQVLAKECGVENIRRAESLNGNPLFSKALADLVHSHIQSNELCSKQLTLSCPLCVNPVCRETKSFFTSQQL
Calls only; i = inactive; + = active, no number. The list is partial; rates above refer to the full screens.

SMILES	FECH block
C=CCn1c(=O)oc2ccc(C(=O)N3CCN(c4ccccn4)CC3)cc21	i
Cc1c(Cl)cccc1NC(=O)CN1CCN(Cc2ccccc2Cl)S1(=O)=O	i
c1cnc2c(-c3nccn3CCc3cnc[nH]3)cccc2c1	i
O=c1cc(CN2CCCC2)nc2nc(NCc3ccc(Cl)cc3)[nH]n12	i
Cc1ccc(Nc2cc(C)nc3nc(-c4cccnc4)nn23)cc1	i
CC(=O)Nc1ccc(Cl)c(C(=O)Nc2cnc3n2CCCC3)c1	i
COc1ccc(C(=O)Nc2ccccc2Sc2cc(C)nc3nc(-c4ccccc4)nn23)cc1	i
Fc1ccc(Nc2nc(NCc3ccco3)nc3c2cnn3-c2ccccc2)cc1	i
O=C(CCC(=O)N1CCc2cc(S(=O)(=O)N3CCc4ccccc4C3)ccc21)N1CCOCC1	i
COc1ccc(Cl)cc1NC(=O)NCCc1nc2cccnc2n1Cc1ccc(C)cc1	i
Cc1cccc(CC(=O)NC2CC(=O)N(c3ccc(F)cc3)C2)c1 (stereo unspecified)	i
CCOC(=O)N1CCCN(Cc2ccc(F)cc2)C(C(C)C)C1 (stereo unspecified)	i
O=C1CC(C(=O)Nc2cccc(F)c2)N=C(Nc2ccc(F)cc2)N1 (stereo unspecified)	i
Cc1nc(NC(=O)NCc2cccc(C(F)(F)F)c2)nn1C	i
COc1cccc(Cn2c(CNS(=O)(=O)c3cccs3)nc3cccnc32)c1	i

A section from further up, for reference:
SMILES	FECH block
C=CCn1c(=O)oc2ccc(C(=O)N3CCN(c4ccccn4)CC3)cc21	i
Cc1c(Cl)cccc1NC(=O)CN1CCN(Cc2ccccc2Cl)S1(=O)=O	i

Continued:
SMILES	FECH block
Cc1noc(C)c1CN(C)C(=O)c1coc(COc2ccc(F)cc2Cl)n1	i
Cc1cc(F)ccc1S(=O)(=O)N1CC(c2ccncc2)C1	i
Cc1ccc2c(c1)NC(=O)C2CC(=O)NCc1cn[nH]c1-c1cccs1 (stereo unspecified)	i
CCc1ccccc1-c1c(-c2ccccc2)ncn1CCC(=O)OC	i
Cc1ccc(C)c(NS(=O)(=O)c2ccc3c(c2)CCN3C(=O)CCC(=O)N2CCOCC2)c1	i
O=S(=O)(NCc1nc2cccnc2n1Cc1ccc(F)cc1)c1ccc(Cl)cc1	i
Cc1cc(NC(=O)c2ccccc2C)n(-c2ncnc3c2cnn3-c2cccc(Cl)c2)n1	i
CCOC(=O)c1cc(S(=O)(=O)Nc2ccc(S(N)(=O)=O)cc2)c(C)n1C	i
Cc1cccnc1CC(C)NC(=O)c1ccc(Cn2cnnn2)cc1 (stereo unspecified)	i
CCOc1ccc(N2CC(NC(=O)Cc3ccccc3)CC2=O)cc1 (stereo unspecified)	i
CCc1nn(C)c(Cl)c1CN1CCC(C(=O)N2CCOCC2)CC1	i
C/C(=C\c1ccco1)CN(Cc1nccn1C)C1CC1	i
CN(Cc1cnc(C2CCCCC2)nc1)Cc1ncc[nH]1	i
CC(=O)c1cc(C(=O)NCc2cccnc2Oc2ccccc2F)[nH]n1	i
CCOc1ccc(CC(=O)Nc2cc(C)nn2-c2ncnc3c2cnn3-c2ccc(C)cc2C)cc1	i

A second format for part of the listing above:
structure,FECH block
COc1cccc(Cn2c(CNS(=O)(=O)c3cccs3)nc3cccnc32)c1,i
Cc1noc(C)c1CN(C)C(=O)c1coc(COc2ccc(F)cc2Cl)n1,i
Cc1cc(F)ccc1S(=O)(=O)N1CC(c2ccncc2)C1,i
Cc1ccc2c(c1)NC(=O)C2CC(=O)NCc1cn[nH]c1-c1cccs1 (stereo unspecified),i
CCc1ccccc1-c1c(-c2ccccc2)ncn1CCC(=O)OC,i
Cc1ccc(C)c(NS(=O)(=O)c2ccc3c(c2)CCN3C(=O)CCC(=O)N2CCOCC2)c1,i
O=S(=O)(NCc1nc2cccnc2n1Cc1ccc(F)cc1)c1ccc(Cl)cc1,i
Cc1cc(NC(=O)c2ccccc2C)n(-c2ncnc3c2cnn3-c2cccc(Cl)c2)n1,i
CCOC(=O)c1cc(S(=O)(=O)Nc2ccc(S(N)(=O)=O)cc2)c(C)n1C,i
Cc1cccnc1CC(C)NC(=O)c1ccc(Cn2cnnn2)cc1 (stereo unspecified),i
CCOc1ccc(N2CC(NC(=O)Cc3ccccc3)CC2=O)cc1 (stereo unspecified),i
CCc1nn(C)c(Cl)c1CN1CCC(C(=O)N2CCOCC2)CC1,i
C/C(=C\c1ccco1)CN(Cc1nccn1C)C1CC1,i
CN(Cc1cnc(C2CCCCC2)nc1)Cc1ncc[nH]1,i
CC(=O)c1cc(C(=O)NCc2cccnc2Oc2ccccc2F)[nH]n1,i
CCOc1ccc(CC(=O)Nc2cc(C)nn2-c2ncnc3c2cnn3-c2ccc(C)cc2C)cc1,i

Additional records:
SMILES	FECH block
COCCNC(=O)C1(C)Cn2c(cc3ccsc32)C(=O)N1Cc1ccccc1F (stereo unspecified)	i
O=C(CSc1ncc2c(n1)-c1ccccc1N(Cc1ccc(Cl)cc1)S2(=O)=O)Nc1ccc(Cl)cc1	i
COc1ccc(NC(=O)CN2CCN(Cc3ccc(C)cc3)S2(=O)=O)cc1	i
Cc1ccccc1C1(O)CCN(Cc2cnc(-c3ccccn3)nc2)C1 (stereo unspecified)	i
Cc1ccc(-n2ncc3c(-n4nc(C)cc4NC(=O)Cc4ccc(Cl)cc4)ncnc32)c(C)c1	i
Cc1ccc(N(Cc2nc3nc(C)c(Cl)c(C)n3n2)C(=O)c2ccccc2)cc1	i
O=C(c1ccc[nH]c1=O)N(Cc1ccsc1)CC1CCCO1 (stereo unspecified)	i
CN(CCc1ccncc1)S(=O)(=O)c1ccc(N2C(=O)CCS2(=O)=O)cc1	i
COc1cccc(NC(=O)N2CCN(c3cc(-c4ccc(F)cc4)ncn3)CC2)c1	i
CCCc1nc(N2CC[C@@H](c3ccc4ccccc4c3)[C@H](O)C2)no1	i
CCOc1ccc(-c2nc(SCC(=O)NC(C)C)n3[nH]c(=O)cc3n2)cc1	i
Cc1nccn1CC1CCCN(Cc2cc3c(cc2Cl)OCO3)C1 (stereo unspecified)	i
Fc1ccc(Nc2nc(N3CCCC3)nc3c2cnn3-c2ccccc2)cc1	i
Cc1ccc(Cl)cc1NC(=O)CN1CCN(Cc2ccc(Cl)cc2)S1(=O)=O	i
CCc1nc(OCC(=O)NCc2cc(OC)ccc2OC)c2c(C)c(C)oc2n1	i
CCc1nc(C)c(C(=O)N2CCCC3(C=Cc4ccccc4O3)CC2)o1 (stereo unspecified)	i
Cc1noc(C)c1CN(C)Cc1cnc2c(-c3ccccc3)cnn2c1	i
CCCc1ccc(S(=O)(=O)N2CCN(Cc3nc4cccnc4n3-c3cccc(C)c3)CC2)cc1	i
Cc1ccc(F)c(NC(=O)CCC(=O)NCCN2CCOCC2)c1	i
COc1ccccc1C(=O)Nc1cc(C)ccc1OCc1cc(=O)n2oc(C)cc2n1	i
COc1cc(NC(=O)Nc2c(C)nc3nc[nH]n3c2=O)cc(OC)c1	i
CCn1c(CCc2nc3ccccc3[nH]2)n[nH]c1=O	i
O=C1N(Cc2ccc(F)cc2)CCCC1(O)CN1CCN(c2cnccn2)CC1 (stereo unspecified)	i
COc1ccc(N2CCCS2(=O)=O)cc1NC(=O)c1cc(C)cc(C)c1	i
Cc1ccccc1NC(=O)NCCc1nc2cccnc2n1-c1ccccc1	i
COc1ccc(C(=O)Nc2cc(C)ccc2OCc2cc(=O)n3oc(C)cc3n2)cc1OC	i
Cc1c(Cl)cccc1NC(=O)CCS(=O)(=O)c1ccc2c(c1)CC(=O)N2C	i
CC(=O)Nc1cccc(NC(=O)C(Cc2ccccc2)N2Cc3ccccc3C2=O)c1 (stereo unspecified)	i
Cc1cccc(Nc2nc(N(C)C)nc3c2cnn3-c2ccccc2)c1	i
Cc1ccc(Nc2cc(C)nc(N3CCN(S(=O)(=O)c4ccc(Cl)cc4)CC3)n2)cc1	i
Cc1ccc(NC(=O)CNCCNc2ncccc2C)c(C)c1	+
COCC(=O)N1CCCN(Cc2cc3c(cc2OC)OCCCO3)CC1	i
CCn1ccnc1-c1c(-c2ccccc2)ncn1CCN1CCCCC1CO (stereo unspecified)	i
C=Cc1ccc(CN(c2nc3nc(C)cc(C)n3n2)S(=O)(=O)c2ccc(C)cc2)cc1	i
CCn1ncnc1C(C)NC1CC(C)(C)NC(C)(C)C1 (stereo unspecified)	i
O=C1CC2(CCN(C(=O)Cc3ccc4c(c3)OCO4)CC2)CN1	i
O=C(C1CCN(c2ccc(-c3ccc(Br)s3)nn2)CC1)N1CCOCC1	i
Cc1ccc(NC(=O)CN2CCN(Cc3ccccc3F)S2(=O)=O)c(C)c1	i
Cc1c(F)cccc1NC(=O)CNCCc1ccccn1	i
Cc1ccc(-c2nc(N)nc3nc[nH]c23)c(-n2nc(C)cc2C)c1	i
Cc1cc2nc(CN3CCC4(CC3)c3ccccc3CC4O)cc(=O)n2[nH]1 (stereo unspecified)	i
Cc1ccc(-c2nnc(-c3nc(NCc4cccnc4)c4ccccc4n3)o2)cc1	i
Cc1cccc(NC(=O)CN2CCN(Cc3ccccc3Cl)S2(=O)=O)c1	i
COc1ccc(S(=O)(=O)N2CCN(c3cc(-c4ccccc4C)ncn3)CC2)cc1Cl	i
Cc1ccccc1NC(=O)C1CCN(c2ccc(-c3cccs3)nn2)CC1	i
O=C(CCC(=O)N1CCc2cc(S(=O)(=O)Nc3ccc(F)cc3)ccc21)N1CCCCCC1	i
CCc1c(C)nc2ncnn2c1Sc1ccc(NC(=O)Nc2ccccc2Cl)cc1	i
CCOCCCNc1nc(Nc2ccc(OCC)cc2)c2cnn(-c3ccccc3)c2n1	i
CN1CC2(CCN(C(=O)c3ccc[nH]3)C2)OC1=O (stereo unspecified)	i
CCC(CC)C(=O)NCc1nc2cccnc2n1CCOC	i
COC(=O)c1cccc(-c2nccn2CCc2cccc(F)c2)n1	i
CCOc1ccc(N(Cc2nc3nc(C)cc(C)n3n2)C(=O)C2CCCCC2)cc1	i
CCc1ccc(S(=O)(=O)N2CCN(c3cc(-c4ccc(C)cc4)ncn3)CC2)cc1	i
COc1ccccc1CN(C(=O)Cc1ccc(SC)cc1)C1CC1	i
Cc1cc2c(cc1S(=O)(=O)N1CCCC1C(=O)NC1CCCCCC1)OCC(=O)N2 (stereo unspecified)	i
Cc1nc(C(=O)NC(C)c2cn3ncsc3n2)cs1 (stereo unspecified)	i
Cc1cc(Sc2ccc(NC(=O)Nc3ccc(F)cc3)cc2)n2ncnc2n1	i
Cc1cc(C(C(=O)O)N2CCN(CC(=O)NC(C)C)CC2)ccc1F (stereo unspecified)	i
O=C(CCNC(=O)c1ccccc1F)NCc1cn2c(n1)SCC2	i
CCS(=O)(=O)N1CCN(c2cc(-c3ccc(F)cc3)ncn2)CC1	i
(more compounds)
SMILES	FECH block
COc1ccc(NC(=O)CN2C(=O)C3CCCCN3c3ccc(C(=O)N(C)C)cc32)cc1OC (stereo unspecified)	i
CN1CCCC(CCNC(=O)CCN2CCCCO2)C1 (stereo unspecified)	i
CS(=O)(=O)c1ccc(CC(=O)N2CCC3(CCCO3)CC2)cc1	i
CN(C)CC1(O)CCCN(C(=O)c2scc3c2OCCO3)CC1 (stereo unspecified)	i
CCCC(Nc1ncc(C)c(N(C)C)n1)c1nccn1C (stereo unspecified)	i
CCCS(=O)(=O)N1CCN(c2nc(C)cc(N3CCOCC3)n2)CC1	i
O=C(NCc1ccccc1)c1nc(N2CCOCC2)c2oc3ccccc3c2n1	i
CCOc1ccc(Nc2nc(N(C)C)nc3c2cnn3-c2ccccc2)cc1	i
CCOc1ccc(Br)cc1S(=O)(=O)N1CCN(c2nc(C)cc(N3CCCC3)n2)CC1	i
Cc1cc(C(=O)N(Cc2ccsc2)CC2CCCO2)cc(=O)[nH]1 (stereo unspecified)	i
O=c1[nH]nc(-c2ccncc2)n1CC1CCCCC1	i
O=C(c1coc(COc2ccc(F)cc2Cl)n1)N1CCC1c1cccs1 (stereo unspecified)	i
O=C(NCCN1CCc2ccccc2C1)C1CCN(c2ncnc3c2nc2n3CCCCC2)CC1	i
Cc1cc(C)cc(NC(=O)CC(=O)N[C@H]2CCCC[C@@H]2O)c1	i
COc1ccccc1CNC(=O)c1ccc(CC2CCCNC2)cc1 (stereo unspecified)	i
Cc1cc(NC(=O)c2ccc3c(c2)OCO3)n(-c2ncnc3c2cnn3-c2cccc(C)c2C)n1	i
Cc1ccc(Nc2cc(C)nc(Nc3ccc(NC(=O)CCc4ccccc4)cc3)n2)cc1	i
CCN(CC)c1ncc(NS(=O)(=O)c2cc(C)c(C)cc2C)cc1C(=O)O	i
COc1ccc(CCNC(=O)C2CCCN2c2nnc(N3CCCCC3=O)s2)cc1OC (stereo unspecified)	i
Cc1nn(C)c(C)c1CCC(=O)N1CCC(Oc2ncccn2)CC1	i
O=C(NCc1ccccn1)c1nc[nH]c1C(=O)N1CCC(O)C1 (stereo unspecified)	i
CCOc1ccc(CNC(=O)CCn2cnc3onc(-c4cc(F)cc(F)c4)c3c2=O)cc1	i
Cc1cccc(CC(=O)Nc2cc(C)nn2-c2ncnc3c2cnn3-c2ccc(Cl)cc2)c1	i
CNc1nc(Nc2ccc(Cl)cc2)c2cnn(-c3ccccc3)c2n1	i
COc1ccc(NCc2cc(=O)n3[nH]c(-c4ccc(C(C)(C)C)cc4)nc3n2)c(OC)c1	i
CCC(NC(=O)Cn1cccnc1=O)c1ccc(F)cc1 (stereo unspecified)	i
CCC1CN(C(=O)Cn2nc(C)ccc2=O)CCC(=O)N1Cc1ccccc1 (stereo unspecified)	i
CCN1CCC(CNS(=O)(=O)c2cccc(C(=O)NC)c2)C1 (stereo unspecified)	i
CS(=O)(=O)c1ccc(C(=O)NC2CC(=O)N(CCc3ccccc3)C2)cc1 (stereo unspecified)	i
CCOC(=O)N1CCC(N2CCC3(CCNC(=O)CC3)CC2)CC1	i
C=CCNC(=O)CCc1nc(-c2cc3ccc(C)cc3[nH]c2=O)no1	i
CCc1nnc(CN(C)c2ncc(C)c(N(C)C)n2)o1	i
COC(C)c1nncn1-c1cccc2ccccc12 (stereo unspecified)	i
O=C(NCCSc1nc2ccccc2o1)[C@@H]1C[C@@H]2C=C[C@H]1C2	i
COc1ccc(NC(=O)CN2CCN(Cc3ccccc3C)S2(=O)=O)cc1	i
Cc1cc(C)n2nc(CN(C(=O)CCc3ccccc3)c3ccc(Cl)cc3)nc2n1	i
CN1C(=O)C2(CCN(C(=O)COCC3CCCCO3)CC2)c2ccccc21 (stereo unspecified)	+
O=C1NCC2(CCCN(Cc3ccc(-c4ccccc4)s3)CC2)O1 (stereo unspecified)	i
CCC1=C(c2ccc(OC)cc2)S(=O)(=O)N(CC(=O)NCc2cccc(OC)c2)C1=O	i
